Source: PubChem BioAssay (several laboratories)
GPR55 beta-arrestin – GPR55 agonists via beta-arrestin recruitment, primary screen, imaging, U2OS cells, beta-arrestin-GFP redistribution (AID 1961); actives 0.048% (n = 290,000); one-dose activation, % at 10 µM; EC50 in µM for titrated hits; U2OS GPR55 beta-arrestin-GFP redistribution imaging; higher % means a stronger effect;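 active means activation above 40% with more than 50 cells counted in the well; inconclusive means wells holding fewer than 50 cells, flagged as toxic or sparse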;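 further: U2OS osteosarcoma cells stably expressing GPR55 and beta-arrestin-GFP; plate controls were DMSO negative control for no effect and LPI positive control for full effect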
KOR beta-arrestin-1 – KOR antagonists, beta-arrestin recruitment, cell-based, luminescence, uHTS (AID 1778) | actives 0.091% (n = 290,000) | KOR beta-arrestin recruitment, luminescence, antagonist mode; higher % means a stronger effect | inhibition, % at 10 µM, or IC50 in µM where a hit was titrated; in the data active means inhibition above about 50%; further: strong numbers were not always called active
West Nile virus CPE – West Nile virus antiviral activity, cell-based, CPE readout (AID 1621); actives 0.02% (n = 290,000); one-dose CPE inhibition, % at 10 µM; IC50 in µM for titrated hits; West Nile virus-infected cells, CPE inhibition; higher % means a stronger effect; in the data active means a potency from the dose series; inconclusive means CPE inhibition mostly from about 3.7% at the one dose, without a potency; inactive means the rest, 99 in 100 with CPE inhibition below about 2.2%; further: strong numbers were not always called active
KOR beta-arrestin-2 – kappa opioid receptor activators – cell-based, luminescence, uHTS, primary screen (AID 1777); actives 0.02% (n = 280,000); one-dose activation, % at 10 µM; EC50 in µM for titrated hits; KOR beta-arrestin recruitment, luminescence; higher % means a stronger effect; in the data active means activation above about 50%, passing the limit was not always enough; further: a part of the inactive calls stands beside numbers as strong as those of hits
HIV fusion peptide – inhibitors of HIV fusion peptide binding, primary screen, biochemical, uHTS, fluorescence dequenching (AID 1986). actives 0.3% (n = 290,000). cell-free peptide binding, fluorescence dequenching, 30 min; higher % means a stronger effect. inhibition, % at 20 µM, or IC50 in µM where a hit was titrated; in the data active means inhibition mostly above about 52%, no sharp cut-off; inactive means mostly below about 76%; further: some results filed as inactive read as strong as hits
GPR35 antagonists – GPR35 antagonists blocking zaprinast-driven arrestin recruitment, primary screen, imaging, U2OS, beta-arrestin-GFP, zaprinast agonist (AID 2058). U2OS GPR35 beta-arrestin-GFP translocation imaging, zaprinast antagonism; higher % means a stronger effect. inhibition, % at 10 µM, or IC50 in µM where a hit was titrated. actives 0.052% (n = 290,000);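 active means inhibition of at least 50% with at least 30 cells and total cytoplasm GFP at most 10,000,000; inconclusive means under 30 cells or total GFP of 10,000,000 plus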
GPR55 LPI antagonism – inhibition of LPI-stimulated GPR55 beta-arrestin translocation – imaging, U2OS, beta-arrestin-GFP, LPI agonist, primary screen (AID 2013). actives 0.13% (n = 290,000). U2OS GPR55 beta-arrestin-GFP translocation imaging, LPI antagonism; higher % means a stronger effect. inhibition, % at 10 µM, or IC50 in µM where a hit was titrated;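 active means spots per cell inhibited over 60%, with over 100 cells counted and total cytoplasm intensity under 500,000; inconclusive means wells with under 100 cells, flagged as likely toxic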;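 further: U2OS cells stably carrying GPR55 and arrestin-GFP stimulated by 5 µM LPI near EC80; imaged beta-arrestin-GFP aggregate spots per cell after agonist stimulation; plate controls were LPI-stimulated DMSO wells for no effect and DMSO wells without LPI for full effect; some results filed as inactive read as strong as hits; confirmed hits need IC50 under 10 µM and bright autofluorescent wells are also inconclusive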
NOD1 NF-kB reporter – NOD1 signaling inhibitors, primary screen, cell-based, luminescence, uHTS (AID 1578); NOD1-driven NF-kB luciferase reporter cells, luminescence; higher % means a stronger effect; inhibition, % at 4 µM, or EC50 in µM where a hit was titrated; actives 1% (n = 290,000); in the data active means inhibition mostly above about 36%, no sharp cut-off; inactive means mostly below about 34%;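 further: HEK-293T reporter cells stimulated with the NOD1 agonist gamma-tri-DAP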
NS5 inhibitors – Dengue-2 NS5 methyltransferase inhibitors, primary screen, biochemical, confirmation dose response (AID 588689); one-dose inhibition, % at 25 µM; IC50 in µM for titrated hits; actives 0.3% (n = 340,000); Dengue-2 NS5 methyltransferase capping enzyme assay, biochemical; higher % means a stronger effect; in the data active means a potency from the dose series; inconclusive means inhibition above about 29% without an active follow-up result
* marks the source's active call; other numbers are inactive results; ? = inconclusive; / = not tested or not shown; [ ] = dose if it differs, or a comment. A portion of the library; the hit share may differ from the screen's.

SMILES | GPR55 beta-arrestin | KOR beta-arrestin-1 | West Nile virus CPE | KOR beta-arrestin-2 | HIV fusion peptide | GPR35 antagonists | GPR55 LPI antagonism | NOD1 NF-kB reporter | NS5 inhibitors
CC(=O)CCc1ccc(OCCCCN2CCC(Cc3ccccc3)CC2)cc1 | -0.2% | -35% | -1.1% | -0.6% | 0.3% | -14% | 18% | -36% | -5%
O=C(O)CCc1ccc(-c2cccs2)n1CC1CCCO1 (stereo unspecified) | -0.2% | -16% | -0.4% | 1.4% | 5.6% | 0% | 9% | / | 2%
O=C(COC(=O)c1ccc(Cl)c(S(=O)(=O)N2CCCCC2)c1)NCc1ccco1 | 0.7% | 15% | 0.5% | -0.7% | 0.1% | -17% | -6% | -13% | -16%
CCc1nc(N)nc(N)c1-c1ccc(Cl)cc1 | -0.1% | 17% | -0.4% | -3.1% | 1.7% | 15% | 5% | -31% | -7%
COc1ccccc1OCC(=O)NCCSCc1cccc(Cl)c1 | 0.2% | 0% | -0.4% | 10% | -2.8% | -4% | 10% | -13% | -4%
CCOC(=O)COc1ccc(S(=O)(=O)N2CCN(c3ccccc3F)CC2)cc1 | -0.1% | 16% | ? | 9.2% | 0.1% | -10% | 25% | -17% | -6%
O=C(Nc1ccc(NC(=O)c2ccc([N+](=O)[O-])o2)cc1Cl)c1ccco1 | -0.1% | -27% | -0.1% | -1.3% | 0.6% | 9% | -19% | -4% | -1%
COc1ccccc1NC(=S)NC(=O)c1ccc(Cn2cc(Br)cn2)cc1 | -0.4% | 16% | -0.9% | 7.1% | -3.6% | -6% | 10% | -29% | -1%
C=CCN1C(=O)c2ccccc2Sc2ccc(C(=O)NC(C)C)cc21 | -0.3% | 18% | -1.3% | -5.8% | -1.6% | 15% | 10% | -1% | -7%
COc1cccc(NC(=O)COc2ccc(C)cc2)c1 | -0.1% | -15% | -0.1% | 1.9% | -0.8% | -12% | 5% | -34% | -2%
O=C(CSc1nc2ccccc2c(=O)n1Cc1ccc(F)cc1)NCc1cccs1 | -0.4% | 9% | -0.7% | 0.7% | -1.3% | -8% | 8% | -33% | -7%
O=C(O)/C=C/C(=O)c1ccc(O)cc1 | -0.2% | 3% | -0.9% | 4.9% | -0.2% | 1% | -11% | 6% | >100µM*
CCOC(=O)C1=C(C)N=c2s/c(=C\C(=O)OC)c(=O)n2C1c1ccc(OC)cc1 (stereo unspecified) | -0.2% | 6% | 1.1% | -0.2% | -0.1% | 0% | -9% | 6% | 0%
CC(C)OC(=O)CSc1nc(-c2ccc(F)cc2)cc(C(F)(F)F)n1 | 0.2% | -7% | -0.3% | -2.5% | 0.1% | -4% | -2% | -9% | -1%
COc1ccc(NC(=O)N2CCCC2C(=O)NCCc2ccccc2)cc1 (stereo unspecified) | -0.2% | -11%[20 µM] | -1.0% | -4.9% | -1.6% | 10% | 6% | -33% | -7%
COc1cc(SC)ccc1C(=O)Nc1ccccc1 | -0.1% | -21% | -0.5% | 4.5% | 0.5% | -13% | -2% | 7% | -6%
CC1=CC(C)(C)N(C(=O)CN2C(=O)c3ccccc3C2=O)c2ccccc21 | -0.3% | -22% | 0.1% | -1.2% | -1.8% | 5% | 0% | -18% | -6%
COCc1cc(C)nc(Nc2cc(C)ccc2C)c1C#N | -0.2% | -21% | 0.1% | 18% | 3.3% | 6% | 4% | -30% | -3%
CC(C)NC(=O)c1ccc(COc2cc(Cl)ccc2Cl)o1 | -0.1% | -28% | -0.4% | -2.3% | -1.6% | 4% | -15% | 6% | -3%
O=C(O)[C@H](Cc1ccccc1)NC(=O)N1CCCCCC1 | 0.0% | -21% | 0.8% | 1.0% | 0.1% | -5% | -3% | -3% | 2%
COc1ccc(Cc2nc3ccc(S(N)(=O)=O)cc3[nH]2)cc1OC | 0.3% | -7% | -0.1% | -2.6% | -2.6% | 4% | -13% | 9% | /
C=CCNC(=O)COC(=O)c1ccccc1C(=O)N(C)C1CCCCC1 | 0.2% | 9% | -0.2% | 4.2% | 0.3% | 4% | -6% | -4% | -10%
Cc1cc(=O)[nH]c(N2CCN(C(c3ccccc3)c3ccccc3)CC2)n1 | -0.1% | 8% | -0.4% | 17% | -0.5% | -5% | -6% | -19% | -14%
O=C(Nc1ccccc1Oc1ccccc1)C1CC1 | -0.2% | 33% | -0.3% | 8.6% | -0.2% | -20% | -2% | 18% | -4%
COc1ccc(OCCCc2c(C)n[nH]c2C)cc1 | 0.2% | -15% | / | -3.2% | -0.3% | -15% | 1% | 0% | -1%
Clc1ccc(OCc2nc3ccccc3[nH]2)cc1 | -0.3% | 15% | -0.7% | 1.6% | 2.9% | -3% | 5% | -61% | /
CS(=O)(=O)N(Cc1ccc(Cl)cc1)c1ccc(C(=O)N/N=C/c2cc3ccccc3nc2Cl)cc1 | 0.1% | 5% | -0.3% | 3.0% | -2.0% | 10% | 5% | -50% | 10%
CC(C)=CC(=O)OCC(=O)Nc1cc([N+](=O)[O-])ccc1F | -0.1% | -22% | -0.2% | -3.9% | -0.1% | -7% | 12% | -29% | -1%
CCc1ccccc1NC(=O)CCN1C(=O)c2ccccc2C1=O | -0.1% | -22% | -0.1% | 1.7% | 38% | -4% | 6% | -8% | 1%
Cc1ccc(C(O)c2ccc(-n3ccnc3)cc2)cc1 (stereo unspecified) | -0.1% | -8% | -1.3% | 1.0% | 2.4% | -8% | 2% | -4% | 3%
O=C(COC(=O)/C=C/c1ccc(S(=O)(=O)N2CCOCC2)cc1)NCc1ccc(F)cc1 | 0.6% | -99% | 0.1% | 0.9% | 0.6% | 0% | -12% | -27% | 5%
O=C(Nc1ccc(F)cc1)N1CCN2C(=O)c3ccccc3C12c1ccccc1 (stereo unspecified) | -0.1% | 19% | -0.6% | 2.0% | -2.0% | 4% | 5% | -9% | 0%
O=c1cc(C(F)(F)F)[nH]c2ccccc12 | 0.0% | -30% | 0.4% | 3.2% | -1.1% | 6% | -4% | 6% | -9%
COc1ccc(C(=O)OCC[N+]2(C)CCCCC2)cc1 | -1.0% | 14% | 1.0% | -4.1% | 2.2% | -6% | 22% | -12% | -7%
CNC(=S)Nc1ccc(N2CCN(c3ccc(C(F)(F)F)cn3)CC2)nc1 | -0.4% | -23% | -0.8% | 2.9% | 19% | -7% | 10% | -3% | /
CCCCCCCNC(=O)C1(CC2CC(c3cccc(Br)c3)=NO2)CCN(C(=O)OC(C)(C)C)CC1 (stereo unspecified) | -0.2% | 5%[20 µM] | -1.1% | 3.1% | 0.9% | -13% | 6% | -8% | -30%
Cc1ccc(C)c2[nH]c(=O)c(CN(CCCN(C)C)C(=O)NCc3ccccc3)cc12 | 0.1% | 6% | 0.1% | -0.8% | -3.1% | -3% | -5% | -42% | -3%
O=C(Cn1ncc2ccccc21)N1CCc2ccccc21 | 0.2% | 1% | -0.7% | -5.5% | -0.1% | -4% | 5% | -16% | -3%
Cc1ccsc1/C=N\NC(=O)c1cc(C(C)(C)C)[nH]n1 | -0.1% | -80%[20 µM] | -0.6% | 0.9% | -1.8% | -7% | -12% | -44% | -7%
Cc1ccc(NC(=O)/C(=C\c2ccco2)NC(=O)c2ccco2)cc1 | 0.0% | 1% | 0.9% | -2.2% | 2.3% | 12% | 2% | -6% | -24%
Oc1ccc(Br)cc1CNn1cnnc1 | -0.2% | -6% | 0.1% | -0.5% | -3.2% | 6% | -13% | -12% | -1%
O=C(CCN1CCCCO1)N1CCCC(N2CCN(c3ccc(F)cc3)CC2)C1 (stereo unspecified) | 1.1% | -24% | 0.4% | 0.1% | -0.7% | 15% | 2% | -9% | -10%
COc1ccc(-n2nc(C(=O)NCC(=O)N3CCOCC3)c3ccccc3c2=O)cc1OC | -0.2% | -30% | 0.1% | -0.2% | -1.3% | 5% | -11% | -29% | 0%
NS(=O)(=O)c1cccc(NC(=O)COC(=O)Cn2cnc3ccccc32)c1 | -0.1% | 22% | 0.4% | -1.3% | -0.9% | -6% | -2% | 6% | -2%
S=c1[nH]nc(-c2cccnc2)n1-c1ccc2c(c1)OCCO2 | 0.2% | 20%[20 µM] | -0.2% | / | -0.9% | 1% | 3% | -26% | 4%
C=CCn1c(COc2cccc3cccnc23)nnc1SCC(=O)O | -0.1% | 13% | -0.1% | -0.6% | -0.1% | 1% | 14% | -19% | 1%
CSc1ccc(C(=O)C2CCCN(C(=O)c3nn(C)c(=O)c4ccccc34)C2)cc1 (stereo unspecified) | 0.0% | -9%[20 µM] | -0.9% | / | 0.9% | 14% | 1% | 21% | -2%
CCOC(=O)/C(=C\c1ccc(C)cc1)NC(=O)c1ccccc1 | -0.1% | 14%[20 µM] | -0.3% | -5.6% | -0.9% | -12% | 2% | -15% | -1%
O=C(O)c1ccc(NC(=S)NC(=O)c2ccc(-c3ccc(Br)cc3)o2)cc1 | 0.3% | 1% | 1.3% | 7.7% | 28% | 13% | 13% | 25% | -8%
CN(c1ccc(Cl)cc1)S(=O)(=O)c1nnc(NC(=O)C(C)(C)C)s1 | 0.0% | -33% | -0.8% | 1.6% | 2.3% | 6% | 2% | -9% | -9%
CCn1c(Cn2nnc(-c3ccccc3)n2)nnc1SCC(=O)N1CCOCC1 | 0.0% | 20% | 0.2% | 4.2% | 0.9% | -8% | -3% | -12% | -12%
COc1ccc2c(c1)C1(C)CC(C)(C)N2C(=O)N1c1ccccc1 (stereo unspecified) | 0.5% | -37% | -0.4% | 5.2% | 7.1% | 7% | -6% | 17% | /
Nc1ccc2nc(CCc3ccccc3)[nH]c2c1 | 0.1% | 27% | / | 0.0% | -4.2% | -7% | -4% | -9% | 4%
Cc1c(CCC(=O)NCCCN2CCCC2=O)c(=O)oc2cc(O)ccc12 | -0.1% | -12%[20 µM] | -0.6% | -3.9% | 0.0% | -15% | -9% | -15% | 1%
C[C@@H]1CC2OC(=O)[C@@]3(C)C(=O)CC[C@@](C)(C23)[C@@]1(O)CCc1ccoc1 (stereo partly specified) | 0.0% | -6% | -0.1% | 2.7% | 3.0% | 23% | 16% | -5% | -1%
Cc1cc2c(ccc3[nH]onc32)n1 | 0.3% | -28% | -0.5% | 5.2% | 58% | -6% | -11% | -2% | 9%
Cc1nn(-c2ccccc2)c2sc(C(=O)NNC(=O)COc3cccc4ccccc34)cc12 | 0.2% | 6% | 3.0% | -2.2% | -2.0% | -2% | -5% | 7% | -5%
O=C(Nc1cccc(C(F)(F)F)c1)c1cnc2n(c1=O)CCS2 | 0.3% | -15% | 0.0% | 7.5% | 1.0% | 0% | -9% | -27% | 3%
CCn1c(SCc2cccc(F)c2)nnc1-c1ccncc1 | 0.0% | -25% | -0.4% | 1.8% | -0.2% | -3% | 5% | -4% | -3%
